TIM10 inh: TIM10 yeast growth inhibition. S. cerevisiae TIM10 strain growth, BacTiter-Glo luminescence, 24 h. inhibition, % at 10 µM. hit rate 1.4% among 330,000;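 active = inhibition of 40% or more at the single tested concentration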;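 note: wild-type TIM10 isogenic control strain grown at permissive 25 °C; 0% = DMSO yeast wells and 100% = minimal medium wells without yeast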
NLRP3 yeast inh: inhibitors of NALP3 inflammasome in yeast. Yeast reconstituted NLRP3/ASC/caspase-1, beta-gal luminescence, 24 h. inhibition, % at 10 µM. hit rate 0.39% among 330,000. AID 2825;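 active = inhibition of 50% or more; inactive = inhibition below 50%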;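 note: plate controls were induced DMSO wells for no effect and uninduced yeast grown without galactose for full effect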
tim23-1 inh: inhibits growth of tim23-1 mutant yeast; S. cerevisiae tim23-1 growth, BacTiter-Glo luminescence, 24 h; inhibition, % at 20 µM; hit rate 1.3% among 330,000; AID 463212;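 active = growth inhibition of the mutant yeast at or above 50%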;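 note: temperature-sensitive mutant grown at 25 °C; plate controls were DMSO-treated mutant yeast for no effect and medium wells lacking yeast for full effect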
MIN6 prolif: inducers of beta-cell replication in MIN6 cells; MIN6 cells proliferation, ATPlite luminescence, 48 h; cells starved in 0.2% serum; 100% = growth in 10% serum; proliferation, % at 10 µM; hit rate 0.29% among 330,000;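 active = compounds whose signal lies at least 3.5 SD above the mean of all wells on their plate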;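 note: 0% = DMSO-treated cells in low-serum medium and 100% = 10% serum control; some compounds called inactive have numbers as strong as hits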
APJ agonist: activates the human apelin receptor APJ; AID 2520; activation, % at 20 µM; P35414; hit rate 0.11% among 330,000; CHO-K1 APJ PathHunter beta-arrestin, luminescence; 0% DMSO wells, 100% apelin;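 active = activation more than six SD over the plate average, tested at 20 µM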;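 note: 0% = DMSO alone and 100% = apelin-13 at 10 nM; some results filed as inactive read as strong as hits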
Target sequence (P35414 whole entry, looked up): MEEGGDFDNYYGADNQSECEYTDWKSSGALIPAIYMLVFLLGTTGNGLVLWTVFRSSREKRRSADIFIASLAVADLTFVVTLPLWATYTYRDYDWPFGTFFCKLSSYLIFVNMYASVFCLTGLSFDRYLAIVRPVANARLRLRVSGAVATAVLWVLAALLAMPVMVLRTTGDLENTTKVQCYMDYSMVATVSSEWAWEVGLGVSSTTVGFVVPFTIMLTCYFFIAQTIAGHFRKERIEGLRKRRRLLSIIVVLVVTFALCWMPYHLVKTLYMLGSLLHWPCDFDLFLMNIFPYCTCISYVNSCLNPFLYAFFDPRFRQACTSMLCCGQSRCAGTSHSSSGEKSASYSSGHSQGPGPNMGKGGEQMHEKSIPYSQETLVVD
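Material: engineered CHO-K1 APJ arrestin reporter cells; amount: 1000 CHO-K1 reporter cells seeded per well; incubation: compound stimulation 90 min at 25 °C, detection 60 min; signal: luminescent beta-gal fragment complementation, chemiluminescent substrate; read-out basis: APJ agonist activity; controls: DMSO-only wells as negative, 10 nM Apelin-13 as positive control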
GRIN3A LBD mod: modulates the human NR3A ligand-binding domain. NR3A LBD differential scanning fluorimetry, Tm shift; 0% = protein alone, 100% = glycine-bound protein. Tm shift relative to glycine control, % at 25 µM. hit rate 2.5% among 340,000. AID 1259313;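 active = melting temperature shift of at least 10% of the positive control shift, at one fixed dose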
MPTP block: permeability transition pore inhibition; isolated mouse mitochondria, Ca2+ swelling absorbance, 30 min; inhibition, % at 10 µM; hit rate 1.4% among 360,000; AID 602449;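 active = inhibition of 50% or more, scaled per plate between neutral and stimulator controls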;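 note: 0% = DMSO wells given calcium and 100% = 1 mM EGTA wells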
APJ antag: APJ receptor antagonism. CHO-K1 APJ beta-arrestin complementation, luminescence. inhibition, % at 20 µM. hit rate 0.32% among 330,000. AID 2521;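 active = inhibition above about 40% at 20 µM, limit read from the data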;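 note: cells challenged with 10 nM apelin-13 agonist together with compound; plate controls were apelin-13 plus DMSO wells for no effect and DMSO wells lacking apelin-13 for full effect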
tim10-1 inh: inhibits growth of tim10-1 mutant yeast; S. cerevisiae tim10-1 ts strain growth, BacTiter-Glo, 24 h; hit rate 2.2% among 330,000; inhibition, % at 20 µM;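 active = inhibition of at least 40%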;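 note: mutant grown at 25 °C; 0% = DMSO wells with yeast and 100% = wells holding no yeast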
An asterisk follows results filed as active.

A first look:
Results for Cc1ccccc1-c1nc2ccc(Cl)cc2c(=O)n1O ?
TIM10 inh: -15; NLRP3 yeast inh: 19; tim23-1 inh: 10; MIN6 prolif: -3; APJ agonist: -1; GRIN3A LBD mod: 0; MPTP block: 0.1; APJ antag: 11; tim10-1 inh: -39

How did COc1ccc(C(=O)NCc2nnc(SCC(=O)N3CCc4ccccc43)n2CCc2ccccc2)cc1 do in these assays?
TIM10 inh: 7; NLRP3 yeast inh: 16; tim23-1 inh: -3; MIN6 prolif: 1; APJ agonist: -3; GRIN3A LBD mod: -3; MPTP block: 1.0; APJ antag: -10; tim10-1 inh: 10

The whole of this part, from the first entry:
Results for Cc1ccccc1-c1nc2ccc(Cl)cc2c(=O)n1O ?
TIM10 inh: -15; NLRP3 yeast inh: 19; tim23-1 inh: 10; MIN6 prolif: -3; APJ agonist: -1; GRIN3A LBD mod: 0; MPTP block: 0.1; APJ antag: 11; tim10-1 inh: -39

How did COc1ccc(C(=O)NCc2nnc(SCC(=O)N3CCc4ccccc43)n2CCc2ccccc2)cc1 do in these assays?
TIM10 inh: 7; NLRP3 yeast inh: 16; tim23-1 inh: -3; MIN6 prolif: 1; APJ agonist: -3; GRIN3A LBD mod: -3; MPTP block: 1.0; APJ antag: -10; tim10-1 inh: 10

How did CCn1c(CSCc2ccc(F)cc2)nnc1SCC(=O)NCc1ccccc1 do in these assays?
TIM10 inh: -1; NLRP3 yeast inh: 12; tim23-1 inh: 0; MIN6 prolif: -2; APJ agonist: 4; GRIN3A LBD mod: 0; MPTP block: -1.6; APJ antag: -3; tim10-1 inh: 17

What do the screens show for `C=CCNC(=O)CCCOc1cccc(C)c1`?
TIM10 inh: 6; NLRP3 yeast inh: 19; tim23-1 inh: 4; MIN6 prolif: 2; APJ agonist: -5; GRIN3A LBD mod: -1; MPTP block: 1.5; APJ antag: 24; tim10-1 inh: -14

How did O=C(NC(=S)Nc1ccc(N2CCOCC2)c(Cl)c1)c1cccs1 do in these assays?
TIM10 inh: 9; NLRP3 yeast inh: 26; tim23-1 inh: 16; MIN6 prolif: -5; APJ agonist: -4; GRIN3A LBD mod: -36; MPTP block: 1.0; APJ antag: 12; tim10-1 inh: 22

How did CC(C)(C)OC(=O)NCCCC[C@H](NC(=O)c1nc[nH]c1C(=O)N1CCN(c2ccccc2)CC1)C(=O)OC(C)(C)C do in these assays?
TIM10 inh: 8; NLRP3 yeast inh: 10; tim23-1 inh: 12; MIN6 prolif: -3; APJ agonist: -1; GRIN3A LBD mod: -1; MPTP block: 0.8; APJ antag: -19; tim10-1 inh: -2

Results for N#CCn1c(CN2CCCC2)nc2ccccc2c1=O ?
TIM10 inh: -7; NLRP3 yeast inh: 7; tim23-1 inh: 0; MIN6 prolif: -2; APJ agonist: 1; GRIN3A LBD mod: 6; MPTP block: 0.9; APJ antag: 14; tim10-1 inh: 2

Results for Cc1cccc(C(CC(=O)O)NC(=O)C(F)(F)F)c1 (stereo not given) ?
TIM10 inh: 2; NLRP3 yeast inh: 6; tim23-1 inh: 6; MIN6 prolif: 0; APJ agonist: 2; GRIN3A LBD mod: -1; MPTP block: -2.2; APJ antag: -1; tim10-1 inh: -1

What do the screens show for `Cc1nc(NCc2cccnc2)c2c3c(sc2n1)CCCC3`?
TIM10 inh: 18; NLRP3 yeast inh: 11; tim23-1 inh: 16; MIN6 prolif: -3; APJ agonist: -4; GRIN3A LBD mod: -4; MPTP block: 1.4; APJ antag: -14; tim10-1 inh: 45*

What do the screens show for `COc1ccc(-c2cc(C(F)(F)F)n3nc(C(=O)NCc4ccco4)cc3n2)cc1`?
TIM10 inh: 13; NLRP3 yeast inh: 18; tim23-1 inh: 18; MIN6 prolif: -1; APJ agonist: 0; GRIN3A LBD mod: 2; MPTP block: 0.1; APJ antag: 17; tim10-1 inh: 24

How did CCOc1cc2[nH]c(=S)n(C3CC3)c(=O)c2cc1OCC do in these assays?
TIM10 inh: 9; NLRP3 yeast inh: 8; tim23-1 inh: -7; MIN6 prolif: -1; APJ agonist: 0; GRIN3A LBD mod: 0; MPTP block: 6.8; APJ antag: 16; tim10-1 inh: 21

Results for Cc1cc(N2CCOCC2)nc2ccc(NC(=O)CCC(=O)N3CCCCC3)cc12 ?
TIM10 inh: 0; NLRP3 yeast inh: 16; tim23-1 inh: 8; MIN6 prolif: -3; APJ agonist: -2; GRIN3A LBD mod: -1; MPTP block: -2.5; APJ antag: 3; tim10-1 inh: 8

How did CSc1ccc(C=NNc2ccc(S(=O)(=O)Nc3ccccc3C(=O)O)cc2[N+](=O)[O-])cc1 do in these assays?
TIM10 inh: 9; NLRP3 yeast inh: 18; tim23-1 inh: 6; MIN6 prolif: -6; APJ agonist: -12; GRIN3A LBD mod: 9; MPTP block: 49; APJ antag: 22; tim10-1 inh: 0

Results for CC(C)C(=O)Nc1nnc(SCC(=O)N2c3ccccc3CC2C)s1 (stereo not given) ?
TIM10 inh: -8; NLRP3 yeast inh: 3; tim23-1 inh: 11; MIN6 prolif: -1; APJ agonist: 2; GRIN3A LBD mod: 0; MPTP block: 0.4; APJ antag: 8; tim10-1 inh: -2

How did C#CCOCCOCCOCCNc1nc(N2CCN(C(=O)[C@H](CCC(=O)O)n3cc(CN)nn3)CC2)nc(N2CCN(C(=O)[C@H](CCC(=O)O)n3cc(CN)nn3)CC2)n1 do in these assays?
TIM10 inh: 8; NLRP3 yeast inh: -4; tim23-1 inh: 0; MIN6 prolif: -1; APJ agonist: -2; GRIN3A LBD mod: 1; MPTP block: 2.7; APJ antag: 4; tim10-1 inh: -1

Results for O=C(COc1ccccc1Br)NC1CC1 ?
TIM10 inh: -4; NLRP3 yeast inh: 12; tim23-1 inh: 0; MIN6 prolif: -2; APJ agonist: -1; GRIN3A LBD mod: -5; MPTP block: 1.6; APJ antag: 9; tim10-1 inh: 3

What do the screens show for `Brc1ccc(OCc2ccccc2)c(CNCC2CCCO2)c1` (stereo not given)?
TIM10 inh: 7; NLRP3 yeast inh: 9; tim23-1 inh: -1; MIN6 prolif: -3; APJ agonist: -3; GRIN3A LBD mod: -5; MPTP block: 2.9; APJ antag: 12; tim10-1 inh: 18

What do the screens show for `Cc1nn(-c2cc(N3CCCC3)ccc2[N+](=O)[O-])c(=O)c2ccccc12`?
TIM10 inh: 16; NLRP3 yeast inh: 16; tim23-1 inh: 13; MIN6 prolif: -3; APJ agonist: -2; GRIN3A LBD mod: -1; MPTP block: 0.4; APJ antag: -11; tim10-1 inh: 25

Results for CCN(c1ccccc1)S(=O)(=O)c1ccc(NC(=O)c2ccco2)cc1 ?
TIM10 inh: 23; NLRP3 yeast inh: 26; tim23-1 inh: 35; MIN6 prolif: -1; APJ agonist: -4; GRIN3A LBD mod: -1; MPTP block: 1.0; APJ antag: 0; tim10-1 inh: 17

Results for COc1cccc(CC2(CO)CCCN(Cc3cn(C)c4ccccc34)C2)c1 (stereo not given) ?
TIM10 inh: -12; NLRP3 yeast inh: 3; tim23-1 inh: 17; MIN6 prolif: -4; APJ agonist: -1; GRIN3A LBD mod: -1; MPTP block: 0.9; APJ antag: 12; tim10-1 inh: 21

As a working copy, part of the list above:
How did CCOc1cc2[nH]c(=S)n(C3CC3)c(=O)c2cc1OCC do in these assays?
TIM10 inh: 9; NLRP3 yeast inh: 8; tim23-1 inh: -7; MIN6 prolif: -1; APJ agonist: 0; GRIN3A LBD mod: 0; MPTP block: 6.8; APJ antag: 16; tim10-1 inh: 21

Results for Cc1cc(N2CCOCC2)nc2ccc(NC(=O)CCC(=O)N3CCCCC3)cc12 ?
TIM10 inh: 0; NLRP3 yeast inh: 16; tim23-1 inh: 8; MIN6 prolif: -3; APJ agonist: -2; GRIN3A LBD mod: -1; MPTP block: -2.5; APJ antag: 3; tim10-1 inh: 8

How did CSc1ccc(C=NNc2ccc(S(=O)(=O)Nc3ccccc3C(=O)O)cc2[N+](=O)[O-])cc1 do in these assays?
TIM10 inh: 9; NLRP3 yeast inh: 18; tim23-1 inh: 6; MIN6 prolif: -6; APJ agonist: -12; GRIN3A LBD mod: 9; MPTP block: 49; APJ antag: 22; tim10-1 inh: 0

(list continues)
Results for CC(C)=CCCC(C)CCO (stereo not given) ?
TIM10 inh: 2; NLRP3 yeast inh: -1; tim23-1 inh: 1; MIN6 prolif: -2; APJ agonist: -1; GRIN3A LBD mod: 0; MPTP block: 0.9; APJ antag: 3; tim10-1 inh: -13

How did CCc1c(C)sc2nc(C(C)C)nc(SCC(=O)N3CCc4ccccc4C3)c12 do in these assays?
TIM10 inh: 24; NLRP3 yeast inh: 9; tim23-1 inh: 51*; MIN6 prolif: -4; APJ agonist: 6; GRIN3A LBD mod: -1; APJ antag: 11; tim10-1 inh: 19

How did Cc1nc(NC(=O)COC(=O)c2ccc(S(=O)(=O)N3CCc4ccccc4C3)cc2)c(Cl)cc1Cl do in these assays?
TIM10 inh: -11; NLRP3 yeast inh: 8; tim23-1 inh: -3; MIN6 prolif: -1; APJ agonist: -2; GRIN3A LBD mod: 2; MPTP block: 3.1; APJ antag: 11; tim10-1 inh: 9

Results for Cc1ccc(C)n1-c1ccc(-n2cnnn2)cc1 ?
TIM10 inh: -8; NLRP3 yeast inh: 4; tim23-1 inh: -9; MIN6 prolif: -2; APJ agonist: -3; GRIN3A LBD mod: -1; MPTP block: 0.2; APJ antag: -1; tim10-1 inh: 15

Results for CC(C)OCCCNC(=O)c1ccc(C2SCC(=O)N2Cc2ccco2)cc1 (stereo not given) ?
TIM10 inh: 1; NLRP3 yeast inh: -19; tim23-1 inh: 24; MIN6 prolif: -1; APJ agonist: -2; GRIN3A LBD mod: -1; MPTP block: -0.4; APJ antag: 3; tim10-1 inh: 20

Results for Cc1cc(C)nc(SCC(=O)Nc2ncc(Cc3ccc(Cl)c(Cl)c3)s2)n1 ?
TIM10 inh: 9; NLRP3 yeast inh: 13; tim23-1 inh: 19; MIN6 prolif: 0; APJ agonist: 4; GRIN3A LBD mod: 6; MPTP block: -0.3; APJ antag: 2; tim10-1 inh: 0

How did Cc1ccccc1-n1nc2c(c1NC(=O)CCCl)CSC2 do in these assays?
TIM10 inh: 5; NLRP3 yeast inh: -8; tim23-1 inh: 10; MIN6 prolif: -3; APJ agonist: -4; GRIN3A LBD mod: 0; MPTP block: -0.8; APJ antag: 4; tim10-1 inh: -20

Results for CCC(NC(=O)c1cc(COc2c(F)cccc2F)on1)c1ccncc1 (stereo not given) ?
TIM10 inh: 3; NLRP3 yeast inh: 12; tim23-1 inh: 9; MIN6 prolif: 0; APJ agonist: -2; GRIN3A LBD mod: -11; MPTP block: 2.1; APJ antag: 10; tim10-1 inh: 33

What do the screens show for `NC(=O)CSc1nnc(-c2cnccn2)n1-c1ccccc1`?
TIM10 inh: 3; NLRP3 yeast inh: 10; tim23-1 inh: 0; MIN6 prolif: 0; APJ agonist: -1; GRIN3A LBD mod: 1; MPTP block: -4.9; APJ antag: 5; tim10-1 inh: -6

Results for O=C(CSc1nc2ccc(Cl)cc2[nH]1)NC1CCCc2ccccc21 (stereo not given) ?
TIM10 inh: -9; NLRP3 yeast inh: -1; tim23-1 inh: -3; MIN6 prolif: -3; APJ agonist: -1; GRIN3A LBD mod: -31; MPTP block: 63*; APJ antag: -1; tim10-1 inh: 15

Results for O=C(Cn1cc([N+](=O)[O-])cn1)Nc1cccnc1 ?
TIM10 inh: 6; NLRP3 yeast inh: -5; tim23-1 inh: -3; MIN6 prolif: 2; APJ agonist: -3; GRIN3A LBD mod: 1; MPTP block: 1.9; APJ antag: 9; tim10-1 inh: 15

What do the screens show for `CC(C)Cc1nnc(NC(=O)c2ccncc2)s1`?
TIM10 inh: -18; NLRP3 yeast inh: 3; tim23-1 inh: 13; MIN6 prolif: -2; APJ agonist: 6; GRIN3A LBD mod: 1; MPTP block: -0.8; APJ antag: -9; tim10-1 inh: 6
